# TPT1 inhibitor – inhibitors of Candida albicans tRNA 2'-phosphotransferase TPT1. recombinant caTPT1, FP RNA substrate dephosphorylation. inhibition, % at 5 µM. hit rate 0.81% among 300,000;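 active = inhibition above the mean of all tested compounds plus 3 SD, set per screening campaign, cut at about 24% in these data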;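 also: plate controls were DMSO alone for no effect and ferristatin control at 100 nM for full effect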
# ZTA DNA inh – ZTA (EBV) inhibition in EBNA-1 counter-screen. inhibition, % at 11 µM. AID 2234. hit rate 0.15% among 320,000. P03206. ZTA-DNA binding, fluorescence polarization; in the data active = inhibition above about 33%
# Target sequence (P03206 whole entry, looked up): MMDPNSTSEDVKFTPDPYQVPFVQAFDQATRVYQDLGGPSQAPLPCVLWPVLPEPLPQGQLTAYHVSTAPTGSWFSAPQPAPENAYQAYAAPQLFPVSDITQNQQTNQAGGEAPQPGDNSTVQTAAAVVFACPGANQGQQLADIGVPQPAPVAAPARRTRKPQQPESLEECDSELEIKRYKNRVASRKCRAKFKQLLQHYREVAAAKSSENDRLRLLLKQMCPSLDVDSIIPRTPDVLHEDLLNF
# EBNA-1 inhibitor – blocks EBNA-1 binding to DNA; hit rate 0.34% among 300,000; AID 1950; EBNA-1 DNA binding, fluorescence polarization; inhibition, % at 14.8 µM; in the data active = inhibition above about 28%
# JMJD2C inh – inhibitors of human GASC-1 (JMJD2C) demethylase. GST-JMJD2C(1-420) H3K9me3 demethylation, DELFIA europium. inhibition, % at 2.35 µM. hit rate 0.069% among 330,000;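 active = more than half of a compound's replicate wells show inhibition beyond 50%, single wells judged on their own value; inconclusive = some, but no more than half, of replicates pass 50% inhibition; inactive = no replicate passes 50% inhibition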;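 also: signal counts dimethyl H3K9 product captured on neutravidin plate; 0% = median of DMSO wells and 100% = 0.3 times that DMSO median; strong numbers were not always called active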
# Target sequence (Q9H3R0 1-420 limits assumed): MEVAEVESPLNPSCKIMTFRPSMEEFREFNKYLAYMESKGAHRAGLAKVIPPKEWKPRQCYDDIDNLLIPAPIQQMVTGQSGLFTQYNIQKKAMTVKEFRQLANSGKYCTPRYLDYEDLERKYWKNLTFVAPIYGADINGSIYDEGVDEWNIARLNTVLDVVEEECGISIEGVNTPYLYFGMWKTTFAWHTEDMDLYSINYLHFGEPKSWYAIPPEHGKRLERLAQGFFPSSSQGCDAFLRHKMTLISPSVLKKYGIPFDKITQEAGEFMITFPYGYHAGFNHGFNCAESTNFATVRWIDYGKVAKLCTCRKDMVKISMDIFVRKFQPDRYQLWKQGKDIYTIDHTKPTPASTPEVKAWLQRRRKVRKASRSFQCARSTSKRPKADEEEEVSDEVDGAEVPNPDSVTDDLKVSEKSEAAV
# PP1 counter – blocks human PP1-alpha phosphatase, a PP5 counter-screen; purified PP1alpha, OMFP fluorescence; P62136; hit rate 0.9% among 320,000; inhibition, % at 6.7 µM;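 active = inhibition above the mean inhibition of all tested compounds plus 3 SD, computed separately for each screening campaign, cut at about 15% in these data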
# Target sequence (P62136 whole entry, looked up): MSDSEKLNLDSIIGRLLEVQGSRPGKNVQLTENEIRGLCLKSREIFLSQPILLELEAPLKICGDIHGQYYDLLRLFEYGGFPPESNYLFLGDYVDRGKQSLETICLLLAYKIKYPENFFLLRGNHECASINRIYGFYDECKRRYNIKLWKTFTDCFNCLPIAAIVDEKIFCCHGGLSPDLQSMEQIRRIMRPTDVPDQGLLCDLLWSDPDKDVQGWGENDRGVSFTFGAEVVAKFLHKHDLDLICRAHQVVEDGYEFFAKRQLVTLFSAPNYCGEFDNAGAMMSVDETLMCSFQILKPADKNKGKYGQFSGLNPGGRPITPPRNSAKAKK
# Yeast superoxide – yeast age-related superoxide inhibition as caloric restriction mimetic | S. cerevisiae aged cells, superoxide DHE fluorescence; active compounds read low | superoxide response (% of plate mean), % at 10 µM | hit rate 0.18% among 330,000 | AID 2690;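 active = superoxide response under a set limit, about three screen SD below normal, cut at about 65% in these data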;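 also: yeast aged for seven days with compound at 30 °C before DHE staining; 100% = average MFI of all compound-treated wells on the plate with controls excluded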
# core dimer inh – blocks dimerization of HCV core protein. AID 1899. hit rate 0.33% among 300,000. inhibition, % at 5 µM. TR-FRET GST/Flag-core106 dimerization, 1536-well;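 active = inhibition above the mean of all tested compounds plus 3 SD, set per screening campaign, cut at about 45% in these data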
#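 System: GST-tagged and Flag-tagged HCV core protein residues 1-106 / Input: core106 proteins, GST 13.5 nM and Flag 17 nM / Buffer or medium: KF-containing HEPES buffer, pH 7.45, DTT, CHAPS, BSA / Probe or stimulus: Eu-anti-GST and XL665-anti-Flag labelled anti-tag antibodies / Schedule: 4 h, 22.5 °C incubation / Technique: TR-FRET 671 and 617 nm emission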
# Fh CTSL1 inh – blocks F. hepatica cathepsin L1 in PFM18AAP counter-screen; recombinant F. hepatica cathepsin L1, Z-Leu-Arg-MCA fluorescence; inhibition, % at 5.96 µM; hit rate 0.49% among 300,000; AID 1906;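 active = inhibition above the mean of all tested compounds plus 3 SD, set per screening campaign, cut at about 17% in these data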;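 also: 0% = plate median of test compound wells and 100% = 1 µM Z-Phe-Ala-diazomethylketone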
# PP5 inh – PP5 (human) phosphatase inhibition; hit rate 0.18% among 320,000; P53041; inhibition, % at 6.7 µM; AID 1987; purified PP5c, OMFP substrate fluorescence;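 active = inhibition above the campaign's mean inhibition across all tested compounds plus 3 SD, cut at about 9.5% in these data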;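 also: 0% = DMSO only and 100% = 100 µM cantharidin control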
# * hit, by the source's call; ? = inconclusive; · = no result given.
SMILES,TPT1 inhibitor,ZTA DNA inh,EBNA-1 inhibitor,JMJD2C inh,PP1 counter,Yeast superoxide,core dimer inh,Fh CTSL1 inh,PP5 inh
Cc1cccc([C@@H]2[C@@H]3C(=O)N(Cc4ccccc4)C(=O)[C@@H]3[C@]3(C)C(=O)N(c4ccc(Br)cc4)C(=O)N23)c1,-1,23,3,-3,2,102,19,3,1.5
Cc1cccc2cc(CN(Cc3nnnn3Cc3ccccc3)C3CCCC3)c(=O)[nH]c12,1,10,5,1,4,112,9,5,3.0
O=C(CSc1nnc(Cc2cccs2)n1Cc1ccco1)Nc1cc(Cl)cc(Cl)c1,0,5,19,0,-1,102,2,3,-0.2
CCOc1ccc(NC(=O)N(C2CCCC2)C2CCN(C(C)=O)CC2)cc1,-3,14,-8,-30,-1,107,-4,1,0.5
COc1ccc(CCn2nnnc2C(CC(C)C)N2CCN(c3ncccn3)CC2)cc1OC (configuration not stated),-3,-6,1,-14,1,88,1,0,1.5
COc1ccc(NC(=O)CCC(=O)N(Cc2ccc(OC)c(OC)c2)c2nccs2)c(OC)c1,-2,0,7,-1,3,104,0,0,0.4
CCCN(CCO)C1CCN(CCc2ccccc2)CC1,-4,-7,-22,-11,-4,102,-8,12,2.9
O=C(COC(=O)CSc1ccc(F)cc1)NCC1CCCCC1,1,9,1,4,-2,100,0,-21,1.1
CCCn1nnnc1SCC(=O)NCc1ccc2c(c1)OCO2,-2,-7,6,62*,1,111,-2,-1,0.9
Cc1cccc(NC2=NC(=S)N(c3cccc(C(=O)O)c3)C23CCCCC3)c1,1,8,7,-2,2,89,2,1,2.5
Cc1sc2ncnc(SCC(=O)NNC(=O)COc3cccc4ccccc34)c2c1C,0,17,119*,-4,-3,106,4,12,-0.1
COc1ccc(CN2CCN(C(=O)c3ccco3)CC2)cc1OC,-1,-2,-24,-6,7,110,-1,-4,-1.2
C=CCN(CC(=O)NC1CCCC1)C(=O)C(=O)Nc1ccc2c(c1)OCCO2,-1,14,7,-2,-2,103,-2,0,-2.3
O=S(=O)(Nc1ccccn1)c1cccs1,1,15,3,-3,3,109,2,3,-1.4
Cc1c(C(=O)N2CCCCC2)c(S(=O)(=O)Nc2cccc(Br)c2)c(C)n1C,-1,-8,0,22,-1,101,1,1,2.3
C=CCn1c(SCC(=O)NC2CCCCC2)nnc1C(C)NC(=O)c1cccs1 (configuration not stated),-1,0,9,-16,-1,75,-1,2,-1.2
Cn1c(=O)c(C(=O)COC(=O)c2cc(C(F)(F)F)nc3ccccc23)c(N)n(Cc2ccccc2)c1=O,8,9,-4,-8,5,101,4,-3,5.5
CC(C)CN(Cc1cc2ccccc2[nH]c1=O)C(=O)c1cccnc1,-4,-7,8,6,-2,79,2,1,-0.3
CCC(CC)c1nnc(NC(=O)CCc2ccc(OC)cc2)s1,0,-2,1,-1,3,102,14,3,2.0
O/N=C/c1cccnc1Sc1ccccc1,-1,1,3,-16,-5,97,1,1,0.4
Cc1ccc(S(=O)(=O)N(C)c2cc(S(=O)(=O)Nc3ccncc3)c(C)cc2C)cc1,2,9,3,-1,-1,102,-2,-1,-2.5
O=c1cc(CO)oc(C(Nc2cccc(C(F)(F)F)c2)c2ccccn2)c1O (configuration not stated),-6,2,-17,-22,-5,134,18,-7,-2.1
Cc1ccc(NC(=O)COC(=O)/C=C/c2cccs2)cc1,-4,-1,39*,-9,-2,96,-8,-6,-0.3
O=c1[nH]c(N2CCN(c3ccccc3)CC2)nc2c1CCC2,1,3,1,6,-2,101,-4,2,2.5
CCN(C(=O)COC(=O)CC(C)c1ccccc1)c1c(N)n(Cc2ccccc2)c(=O)[nH]c1=O (configuration not stated),·,-5,·,3,-1,94,·,·,2.6
Cc1ccccc1-n1c(SCC(=O)N/N=C/C=C/c2ccccc2[N+](=O)[O-])nc2ccccc2c1=O,0,4,4,-9,17*,117,26,-7,-1.9
CC(/C=C/c1ccccc1)=N\NC(=O)c1ccc2c(c1)OCCO2,-1,-4,3,5,4,74,2,1,1.2
O=C(Cn1c(-c2ccccc2)noc1=O)NCc1ccccc1,-4,-5,-4,2,-3,118,-3,-4,0.9
O=C(Nc1ccnn1C1CCN(C/C=C/c2ccccc2)CC1)c1ccccc1,2,2,4,4,-6,107,0,0,1.0
CSc1ccccc1OCc1cc(C(=O)N2CCSCC2)no1,3,11,-4,-4,1,101,0,2,-1.5
CN(C)C=NC(=O)c1[nH]c2ccc(Cl)cc2c1-c1ccccc1,-2,-18,9,-3,7,118,-4,4,4.3
COc1ccc(N2CCN(CC(=O)Nc3nc4c(s3)CC(C)CC4)CC2)cc1 (configuration not stated),1,3,-8,-19,-2,97,6,1,0.6
Cc1cccc(N=C2NC(=O)/C(=C/c3cccn3C)S2)c1,31*,10,12,4,-3,88,3,4,2.0
O=c1nc(SCc2ccc(Cl)cc2)nc(-c2ccccc2)[nH]1,3,30,8,6,5,98,12,3,-0.6
CCc1ccc(NC(=O)C(=O)NCC2CCCO2)cc1 (configuration not stated),2,17,9,6,-5,104,-1,1,-0.6
CC(=C\C(=O)O)/C(=C/c1ccco1)C(=O)O,-3,-4,-5,0,-5,102,-2,-1,-1.4
CC(=O)Nc1cccc(NC(=O)C(=O)c2cn(CC(=O)N3CCCCC3)c3ccccc23)c1,0,-20,-1,-1,-1,81,0,8,1.8
Cc1cc(C)cc(SCc2noc(C(=O)NCC3CCCO3)c2C(=O)O)c1 (configuration not stated),1,-5,-2,-2,-3,86,1,-2,0.9
Cc1ccccc1CN1CCN(Cc2ccc3cccc(F)c3n2)CC1CCO (configuration not stated),-2,-5,-12,9,-2,95,0,-1,-0.2
CCCc1[nH]n(-c2ccc(F)cc2)c(=O)c1C=Nc1ccc(C)cc1,-4,-11,-4,-1,-1,94,-11,2,-2.1
CC(NC(=O)C1CC1)c1ccc(-c2ccccc2)cc1 (configuration not stated),-2,16,2,23,-3,102,3,-2,0.1
COc1cc(-c2noc(-c3cccs3)n2)cc(OC)c1OC,-1,-11,-2,-38,1,94,0,3,-1.5
C=CCC1c2cccc(C(=O)O)c2C(=O)N1c1ccc(F)cc1 (configuration not stated),-4,-12,-11,7,-2,90,-2,-1,1.3
COc1ccc(N2CCN(c3nc4cc(C)ccc4cc3C=O)CC2)cc1,-2,23,-5,2,1,104,15,1,4.3
NS(=O)(=O)c1ccc(CCNC(=O)/C=C/c2ccccc2[N+](=O)[O-])cc1,-3,7,-3,-5,-4,114,1,-4,1.6

# 3 entries drawn at random from the list so far:
SMILES,TPT1 inhibitor,ZTA DNA inh,EBNA-1 inhibitor,JMJD2C inh,PP1 counter,Yeast superoxide,core dimer inh,Fh CTSL1 inh,PP5 inh
CC(=C\C(=O)O)/C(=C/c1ccco1)C(=O)O,-3,-4,-5,0,-5,102,-2,-1,-1.4
CCCc1[nH]n(-c2ccc(F)cc2)c(=O)c1C=Nc1ccc(C)cc1,-4,-11,-4,-1,-1,94,-11,2,-2.1
NS(=O)(=O)c1ccc(CCNC(=O)/C=C/c2ccccc2[N+](=O)[O-])cc1,-3,7,-3,-5,-4,114,1,-4,1.6

# Following part.
SMILES,TPT1 inhibitor,ZTA DNA inh,EBNA-1 inhibitor,JMJD2C inh,PP1 counter,Yeast superoxide,core dimer inh,Fh CTSL1 inh,PP5 inh
CC(=O)N(C)c1ccc(NC(=O)Nc2ccc(C)c(C)c2)cc1,-2,3,5,-3,3,106,2,-3,2.4
Cc1ccc(-c2noc(CCC(=O)NCC3CCN(Cc4cccc(C)c4)CC3)n2)cc1,2,3,1,-2,-2,94,-9,-3,0.6
Cn1ncc(Br)c1C(=O)N1CCN(C(=O)c2ccco2)CC1,2,-23,-3,4,2,81,-17,-1,2.5
O=C(NCCSc1ccccc1)c1cccnc1,2,-16,-8,5,0,101,2,-3,0.0
Cc1c(C#N)c2ncn(CCCN(C)C)c(=O)c2n1-c1ccccc1,-2,-1,-6,-3,-1,109,-7,-2,0.9
O=C(CSc1nnc(CNC(=O)c2ccccc2F)o1)c1ccc(Cl)cc1,1,4,1,22,3,97,1,3,3.1
COc1ccccc1CN1CCCCC1C(=O)O (configuration not stated),1,-26,2,-1,-5,87,2,6,-0.7
CC(=O)c1c(C)[nH]c(C(=O)Nc2nccs2)c1C,-1,-5,3,1,4,82,-2,2,-0.4
Cc1ccccc1CSc1nnc([C@@H]2CCCN2)o1,-3,5,2,16,-3,98,-3,-2,-0.6
COc1ccccc1/C=C/C=N/n1c(-c2ccc(Cl)cc2)n[nH]c1=S,-4,-2,-4,-3,6,91,12,2,-1.1
CCOC(=O)N1CCC(NC(=O)c2cc3c(-c4ccc(OC)c(OC)c4)nn(C)c3s2)CC1,0,-20,-4,-12,1,96,2,4,3.5
O=C(N/N=C/c1ccc(Cl)c([N+](=O)[O-])c1)c1cc(-c2ccccc2)nc2ccccc12,0,12,15,-1,-3,112,19,-5,0.1
CN(CCO)c1cc(Sc2nc3ccccc3s2)c2nonc2c1[N+](=O)[O-],3,-11,-11,10,0,129,1,-2,2.3
CCCSc1nnc(Cn2c(=O)sc3ccccc32)n1C,-5,7,-2,-5,-2,99,-3,-1,-0.9
CCCC(=O)Nc1cccc(S(=O)(=O)N(C)c2ccccc2)c1,0,-5,3,-3,-4,110,0,-3,1.2
COCCNC(=O)[C@@H]1CCCN1C(=O)C1CCN(S(=O)(=O)c2ccc(C)cc2)CC1,-3,-9,5,-4,-3,95,-16,4,1.5
C=C(C)n1c(=O)n(Cc2ccc(C)cc2)c2ccccc21,0,-4,3,8,4,96,0,2,2.9
CC(C)Oc1ccc(N2CC(C(=O)Nc3ccccc3F)CC2=O)cc1 (configuration not stated),-4,6,-2,-5,0,92,-3,6,0.0
CC12CC3(C)CC(C)(C1)CC(C(=O)NC(=S)N1CCCC1)(C2)C3,-1,2,-9,-15,-7,104,-7,-2,1.4
Cc1ccc(SCC(=O)Nc2ccc(N3CCOCC3)cc2)c(C)c1,-4,0,-3,1,-3,113,-3,-1,0.8
C=CCN(Cc1cc(OC)ccc1OC)S(=O)(=O)N(C)C,2,-7,-6,2,-2,93,6,2,2.7
O=c1c2ccccc2[nH]c2ccc(F)cc12,-3,5,-4,16,-1,105,4,9,3.8
Cc1cccc(OCCN2C(=O)C(=O)c3cc(C)ccc32)c1,-5,-5,-9,4,15,107,6,4,1.2
COc1ccc(NC(=O)Cn2ncn3c(cc4ccccc43)c2=O)c(OC)c1OC,5,7,-2,3,-3,93,51*,-1,1.3
S=C(NCc1ccc(Cl)c(Cl)c1)Nc1ccc2c(c1)OCO2,2,-2,-5,-3,5,103,-8,16,3.2
Cc1cc(C)n2nc(CC#N)c(C#N)c2n1,0,4,5,0,0,93,-21,7,-9.3
COCCCn1c(SCc2nc3ccccc3c(=O)[nH]2)nc2ccccc2c1=O,0,2,-13,?,-1,94,-3,11,2.4
O=C(NCc1ccco1)c1cc([N+](=O)[O-])ccc1N1CCOCC1,2,1,-13,-12,0,105,3,-3,-0.9
CCOC(=O)C1=C(C)NC(=O)NC1c1ccccc1 (configuration not stated),-4,5,8,-2,-1,87,-10,-2,1.0
CC1CCCCC1NC(=O)c1cccc(N2C(=O)C3C4C=CC(C4)C3C2=O)c1 (configuration not stated),-1,9,-4,10,-2,107,6,-1,0.4
COc1ccc(S(=O)(=O)NC(N)=NCCc2ccc(OC)c(OC)c2)cc1,-1,-29,-8,81,0,98,-1,-1,0.5
COC(=O)c1ccc(CN2CCCC(CNC(=O)Cc3ccc(OC)cc3)C2)cc1 (configuration not stated),1,-15,-5,47,1,98,-7,3,2.6

# Source: PubChem (several laboratories)
